Screening data (PubChem BioAssay)
AGP1-GFP MLPCN = yeast TOR pathway AGP1-GFP modulation; hit rate 0.02% among 320,000; AID 2066; GFP response vs DMSO, % at 10 µM; S. cerevisiae AGP1-GFP multiplex flow cytometry, 3 h; GFP as percent of DMSO wells;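 active = GFP response relative to DMSO above a set limit, near screen average plus 3 SD, cut at about 150% in these data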;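 note: median GFP channel fluorescence of the gated AGP1 strain per well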
BCLXL inh = inhibitors of human Bcl-xL. Q07817. GST-Bcl-xL / FITC-Bim BH3 peptide fluorescence polarization. inhibition, % at 10.9 µM. hit rate 0.7% among 320,000. AID 2129;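 active = inhibition above the mean of all tested compounds plus 3 SD, cutoff set per campaign, cut at about 30% in these data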;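 note: 0% = DMSO wells and 100% = unlabeled Bim-BH3 peptide competitor; inhibitors lower millipolarization by displacing the labeled peptide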
GLD-1 TGE inh = GLD-1-TGE RNA interaction inhibition (C. elegans); inhibition, % at 5.96 µM; purified GLD-1 + fluorescein TGE RNA, fluorescence polarization; hit rate 0.44% among 320,000; AID 2280; Q17339;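 active = percent inhibition above a per-plate cutoff, the plate mean of test compounds plus 3 SD, cut at about 30% in these data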;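 note: 0% = DMSO wells with GLD-1 and probe and 100% = wells lacking GLD-1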
MCL1 BIM primary = inhibitors of human MCL1 binding to BIM-BH3 peptide | GST-MCL1 / FITC-Bim-BH3 fluorescence polarization | inhibition, % at 10.9 µM | hit rate 0.68% among 320,000 | AID 2057;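 active = inhibition above the mean inhibition of all tested compounds plus 3 SD, set per campaign, cut at about 40% in these data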;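 note: 0% = DMSO wells and 100% = unlabeled Bim-BH3 peptide control; higher means more loss of mP so more displacement of Bim peptide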
GRK2 inh = blocks RNA aptamer binding to human GRK2; P25098; bead flow cytometry, FAM-aptamer displacement from GRK2; inhibition of aptamer binding, % at 10 µM; hit rate 0.59% among 330,000;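 active = inhibition of aptamer binding above 40%, roughly 3 SD of noise, on plates passing a quality check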;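 note: median bead fluorescence of bound FAM aptamer so fluorescent compounds give negative values; no value below 0 was filed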
VLA-4 inh = inhibition in a human VLA-4 binding assay. VLA-4 expressing cells, ligand binding flow cytometry. inhibition, % (about 7 µM as worked out from the volumes in the protocol). hit rate 0.2% among 330,000. AID 2557; in the data active = inhibition above about 50%
Target sequence (P13612 whole entry, looked up): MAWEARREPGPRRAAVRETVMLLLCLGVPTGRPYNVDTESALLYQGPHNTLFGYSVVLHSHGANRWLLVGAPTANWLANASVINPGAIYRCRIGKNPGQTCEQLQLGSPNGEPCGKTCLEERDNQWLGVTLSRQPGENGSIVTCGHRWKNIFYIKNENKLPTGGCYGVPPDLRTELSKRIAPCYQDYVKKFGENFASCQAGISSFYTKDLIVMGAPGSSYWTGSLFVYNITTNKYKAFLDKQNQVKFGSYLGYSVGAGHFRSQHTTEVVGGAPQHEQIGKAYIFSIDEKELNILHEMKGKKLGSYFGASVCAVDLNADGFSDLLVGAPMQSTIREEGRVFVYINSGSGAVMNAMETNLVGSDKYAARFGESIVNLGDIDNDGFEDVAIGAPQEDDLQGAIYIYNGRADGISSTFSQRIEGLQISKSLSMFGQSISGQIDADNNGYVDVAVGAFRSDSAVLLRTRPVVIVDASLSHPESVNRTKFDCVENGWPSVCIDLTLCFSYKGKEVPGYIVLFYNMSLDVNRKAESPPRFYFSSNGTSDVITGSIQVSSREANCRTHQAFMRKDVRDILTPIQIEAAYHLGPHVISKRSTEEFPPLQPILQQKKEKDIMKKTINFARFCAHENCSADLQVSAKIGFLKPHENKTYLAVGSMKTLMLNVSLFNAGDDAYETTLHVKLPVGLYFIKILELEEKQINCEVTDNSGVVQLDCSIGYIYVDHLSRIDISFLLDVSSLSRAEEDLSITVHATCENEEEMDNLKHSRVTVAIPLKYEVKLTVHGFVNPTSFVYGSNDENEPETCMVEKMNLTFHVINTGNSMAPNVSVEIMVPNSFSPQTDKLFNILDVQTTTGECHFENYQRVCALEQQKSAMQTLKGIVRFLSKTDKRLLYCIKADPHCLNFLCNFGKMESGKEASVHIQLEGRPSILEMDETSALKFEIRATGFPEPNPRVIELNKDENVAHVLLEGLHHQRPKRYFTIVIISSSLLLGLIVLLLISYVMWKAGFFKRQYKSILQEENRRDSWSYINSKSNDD
Yeast superoxide = caloric restriction mimetics inhibiting age-related superoxide in yeast. superoxide response (% of plate mean), % at 10 µM. AID 2690. S. cerevisiae aged cells, superoxide DHE fluorescence; active compounds read low. hit rate 0.18% among 330,000;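 active = superoxide response under a set limit, about three screen SD below normal, cut at about 65% in these data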;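 note: yeast aged for seven days with compound at 30 °C before DHE staining; 100% = average MFI of all compound-treated wells on the plate with controls excluded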
CIT2-GFP yeast = yeast TOR pathway CIT2-GFP modulation; S. cerevisiae CIT2-GFP strain, flow cytometry, 3 h; 100 means same as DMSO wells; GFP response vs DMSO, % at 10 µM; hit rate 0.065% among 320,000;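 active = GFP response relative to DMSO above a set limit, near the screen mean plus 3 SD, cut at about 150% in these data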;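 note: ratio of well median GFP fluorescence to mean of DMSO wells on the plate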
MEX-5 binding = C. elegans MEX-5 TCR-2 RNA binding activity. MEX-5/FITC-TCR2 RNA binding, fluorescence polarization; active compounds read low. activity score (negative = inhibition of binding), % at 10 µM. hit rate 0.38% among 300,000. AID 1832;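 active = inhibition past about -25% in most replicates, and total fluorescence under double the plate's negative control median, limit read from the data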;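 note: 0% = DMSO and -100% = 5 µM competing unlabeled TCR2 RNA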
An asterisk follows results filed as active; nt = no result given.

SMILES	AGP1-GFP MLPCN	BCLXL inh	GLD-1 TGE inh	MCL1 BIM primary	GRK2 inh	VLA-4 inh	Yeast superoxide	CIT2-GFP yeast	MEX-5 binding
N#Cc1nc(Nc2cccc(Cl)c2)c2ncn(C3CCCC3)c2n1	100	2	2	4	0	41	120	99	nt
Cc1cccc(NC(=O)c2ccc([N+](=O)[O-])s2)c1C	87	-4	6	1	4	-7	121	90	0.4
COC(=O)C(C#N)c1nc2ccccc2nc1N1CCN(Cc2ccc3c(c2)OCO3)CC1 (stereo not given)	100	-1	6	3	0	-14	82	108	-2.5
CC(C)(C)OC(=O)N1CCC(C(N)=O)CC1	103	-2	3	0	0	19	83	103	1.3
CSC(=N/N=C(\N)c1cnccn1)SC	112	-2	6	-7	22	5	85	115	0.8
c1ccc(-c2nccc(-c3ccco3)n2)nc1	97	1	8	5	0	-3	101	102	-1.6
Cc1cc(SCCC(=O)O)nc2c(C)cccc12	94	6	-1	-4	1	-3	99	89	nt
CCCc1c(C(=O)NNc2ccccc2OC)cnn1-c1ccccc1	100	0	2	1	0	-2	111	103	-0.2
O=C(NN1CCOCC1)c1cccc2ccccc12	101	8	1	16	1	1	87	92	-1.7
Cc1csc(NC(=O)CSc2nnc(Cc3cccn3C)n2-c2ccc(F)cc2)n1	92	0	-3	0	3	37	102	106	-1.4
CCOC(=O)N1CCC(NC(=O)c2cc3sccc3n2CC)CC1	97	-3	-3	-3	11	25	118	92	2.3
O=C(Nc1cccc(NC(=O)c2ccco2)c1)c1ccc2c(c1)OCCO2	104	-1	2	-1	2	3	85	102	0.6
COc1cc(NC(=O)c2ccco2)ccc1NC(=O)c1ccccc1Cl	100	4	4	2	0	7	82	94	-2.5
CCN(CCNC(=O)C1CCN(S(=O)(=O)c2c(C)noc2C)CC1)c1ccccc1	105	6	11	-2	0	4	93	101	1.2
CCCOc1ccccc1N1C(=O)CC(N(O)c2ccccc2)C1=O (stereo not given)	106	3	5	5	49*	5	84	114	0.6
COc1cc(/C=C2/C(=N)N3N=C(CC(=O)N4CCOCC4)SC3=NC2=O)ccc1OCc1ccccc1F	102	7	-6	3	5	7	116	98	0.3
COc1ccc(CN2C(=O)c3cccnc3C2=O)cc1S(=O)(=O)N(C)c1cccc(C)c1	89	3	-5	-1	4	4	108	98	-2.2
COc1ccccc1-n1nnnc1SCC(=O)Nc1oc(C)c2c(C)n[nH]c(=O)c12	107	-5	5	-8	6	-5	105	105	-1.5
COc1cc(NC(=O)COc2ccc(-n3ccnc3)cc2)cc(OC)c1	93	1	4	-2	0	2	109	95	nt
COc1ccc(C(=O)NCc2ccccn2)cc1	95	6	-1	11	2	22	113	91	-0.6
Cn1c(=O)c2c(ncn2CC(O)CNc2ccc(Cl)cc2)n(C)c1=O (stereo not given)	102	4	3	-3	2	-7	98	94	-2.3
CCN1C(=O)/C(=c2\s/c(=C3\Sc4ccccc4N3C)c(=O)n2C)N(C)C1=S	93	-2	-19	0	0	-18	104	91	0.8
O=C1CN(C(=O)c2cccc([N+](=O)[O-])c2)CC(=O)N1	100	5	4	-6	37	12	116	110	1.7
COC(=O)/C(=N/Nc1cccc(C)c1)N1CCCc2ccccc21	96	-1	-3	-9	15	-3	114	104	3.9
CC(=O)C1=C(O)C(=O)N(CCc2ccccc2)C1c1ccccc1[N+](=O)[O-] (stereo not given)	100	17	2	29	0	0	59*	112	-0.1
CCOc1cc(C(=O)N=c2sccn2C)ccc1OC(F)F	97	-2	3	-1	0	10	86	111	1.7
O=C(COc1ccccc1)NCC1COc2ccccc2O1 (stereo not given)	85	3	-1	2	1	7	101	85	1.5
COc1ccc(S(=O)(=O)N(C)C)cc1NC(=O)CCNC(=O)c1ccco1	104	8	5	5	0	5	120	104	1.5
O=C(NCCCNCc1ccccc1)c1ccccn1	105	2	2	3	3	-433	124	109	-2.0
COC(CNC(=O)c1ccc(N2CCc3ccccc32)c([N+](=O)[O-])c1)OC	87	5	8	9	0	8	111	106	0.3
COc1cc(C(=O)Nc2ccc(S(=O)(=O)Nc3cc(C)nc(C)n3)cc2)cc(OC)c1OC	97	2	-3	3	0	-1	105	108	0.0
COc1cccc(NC(=O)C2CC(=O)N/C(=N/NC(=O)c3ccc(C)cc3)S2)c1 (stereo not given)	118	4	-1	7	3	1	99	100	-6.9
CS(=O)(=O)N(CC(=O)NCCSCc1ccccc1Cl)c1ccc(F)cc1	108	6	4	7	0	4	104	118	3.8
Cc1nc2nc(C)c(CCC(=O)NC(C)c3ccc4c(c3)OCCO4)c(C)n2n1 (stereo not given)	90	8	4	10	2	10	107	97	0.0
CCc1c(C)n2nc(C)cc2[nH]c1=O	100	2	-15	-7	0	8	94	94	0.0
O=C(CSC1=NS(=O)(=O)c2cc(F)ccc2N1)Nc1ccc(F)cc1	108	0	4	-1	0	1	95	99	0.2
Cc1nnc(SCC(C)C)[nH]c1=O	nt	-1	-7	1	0	2	105	91	-2.3
O=C(N/N=C/c1cccnc1)c1ccccc1Br	101	nt	nt	nt	1	1	101	102	-2.0
COc1ccc2[nH]c(C)c(CCN(Cc3cccs3)C(=S)Nc3cccc(F)c3)c2c1	98	59*	53*	63*	0	-12	105	107	-2.0
Cc1ccc(C)c(S(=O)(=O)N2CCN(C(=O)CCCc3c[nH]c4ccccc34)CC2)c1	100	-1	0	2	1	13	113	104	2.3

Complete entries from above. Values in the order: AGP1-GFP MLPCN | BCLXL inh | GLD-1 TGE inh | MCL1 BIM primary | GRK2 inh | VLA-4 inh | Yeast superoxide | CIT2-GFP yeast | MEX-5 binding
Record of `O=C(N/N=C/c1cccnc1)c1ccccc1Br` = 101 | nt | nt | nt | 1 | 1 | 101 | 102 | -2.0
Record of `O=C(CSC1=NS(=O)(=O)c2cc(F)ccc2N1)Nc1ccc(F)cc1` = 108 | 0 | 4 | -1 | 0 | 1 | 95 | 99 | 0.2
Record of `COc1cccc(NC(=O)C2CC(=O)N/C(=N/NC(=O)c3ccc(C)cc3)S2)c1` (stereo not given) = 118 | 4 | -1 | 7 | 3 | 1 | 99 | 100 | -6.9

Following part
SMILES	AGP1-GFP MLPCN	BCLXL inh	GLD-1 TGE inh	MCL1 BIM primary	GRK2 inh	VLA-4 inh	Yeast superoxide	CIT2-GFP yeast	MEX-5 binding
CC(C)(C)c1ccc(C(=O)NNC(=O)CNC(=O)c2cccs2)cc1	96	nt	-5	nt	0	-6	106	95	nt
N#CCC(=O)Nc1ncc(Cc2ccccc2Cl)s1	113	-12	-9	-8	0	0	128	91	-0.5
C=CCn1c(SCC(=O)NC(=O)c2cccn2C)nc2ccccc2c1=O	107	-1	1	-2	1	2	95	106	-1.5
O=C(NCc1ccncc1)C1=NN(c2ccccc2)C(=O)CC1	102	-1	8	-4	0	1	97	98	2.8
CCS(=O)(=O)Nc1cc(-c2nc3cccnc3s2)ccc1C	87	3	1	2	1	-4	85	83	-1.3
CCOC(=O)CSc1nc2sccc2c(=O)[nH]1	88	4	3	2	0	1	95	86	-0.5
COc1ccc(CC(=O)NCc2nn(-c3ccccc3)nc2C)cc1OC	104	0	5	1	0	14	96	95	nt
O=C(NCCNC(=O)c1ccccc1[N+](=O)[O-])c1ccccc1[N+](=O)[O-]	99	4	8	3	0	-5	105	100	0.8
COc1ccc(NC(=O)c2ccc(-c3ccc(C(C)=O)cc3)o2)cn1	102	69*	57*	60*	4	-1	98	102	nt
CC(C)Cn1c(=O)c(CCC(=O)Nc2ccc(N3CCOCC3)cc2)nc2cc(Cl)ccc21	101	5	-3	11	0	3	83	114	1.2
CC(C)CN(C(=O)CSc1ncnc2sccc12)C1CCS(=O)(=O)C1 (stereo not given)	86	1	-4	-2	1	-19	99	109	nt
CCOC(=O)C1(Cc2cccc(OC)c2)CCCN(S(=O)(=O)CC)C1 (stereo not given)	98	0	8	4	3	2	90	104	0.7
N/C(=N\OC(=O)c1ccc2c(c1)OCO2)c1ccncc1	107	-1	3	-4	0	5	123	98	0.6
CCN(C(=O)CSc1nnc(C)n1-c1ccccc1)C1CCS(=O)(=O)C1 (stereo not given)	91	-21	2	-12	0	-6	103	100	0.2
CCc1noc(C)c1C(=O)OCC(=O)c1ccccc1OC	96	5	2	-1	1	13	105	92	1.5
COc1ccc(-c2n[nH]c(=S)n2C2CCCCC2)cc1	100	-8	5	-12	0	1	103	101	0.8
COc1ccc(-c2nnc3ccc(SC)nn23)cc1	83	11	0	5	0	10	94	90	2.5
COc1ccc(CC(=O)Oc2ccccc2C)cc1S(=O)(=O)N1CCOCC1	112	6	8	6	0	12	101	110	1.4
CC1(C)Cc2c(sc3c2c(=O)n(-c2cccc(Cl)c2)c(=O)n3CC(N)=O)CO1	101	6	4	6	5	13	102	92	-4.4
NC1=NC2(CCCCC2)N(c2cccc(Cl)c2)C(N)=N1	106	-16	2	-6	2	7	101	110	2.7
COC(=O)N/N=C(\C)c1ccc2ccccc2c1OC(F)F	95	6	0	6	0	-2	114	98	-2.2
COc1cccc(-c2nn(C)c3sc(C(=O)NCc4ccc(C)cc4)cc23)c1	100	8	-2	3	19	-8	92	94	-0.4
Cc1cc(C)cc(OC(=O)CCN2C(=O)C3C4C=CC(C5CC45)C3C2=O)c1 (stereo not given)	99	4	1	-1	1	2	83	97	1.7
COc1cccc(/C=N/NC(=O)c2nnn(-c3nonc3N)c2C(C)C)c1	102	3	4	-6	0	2	99	106	1.1
CCC(C)[C@@H](C(=O)Nc1ccc(OC)c(OC)c1)N1Cc2ccccc2C1=O (stereo not given in full)	104	5	0	-2	1	-4	101	111	2.7
CCc1c(C)nc2ccc(Br)cc2c1SCCC#N	98	8	2	20	0	-1	104	101	0.4
COc1ccc(C2Nc3ccccc3C(=O)N2O)cc1OC (stereo not given)	100	6	9	6	0	3	95	102	-5.5
O=C(OCc1c(F)cccc1Cl)c1cccc(S(=O)(=O)N2CCOCC2)c1	95	-14	2	-14	1	12	75	93	nt
O=C(N/N=C/c1ccc[nH]1)c1cc(-c2cccs2)nc2ccccc12	100	-4	2	-3	4	-4	100	102	0.9
CC(C)CCNC(=O)c1cc(S(=O)(=O)N2CCCCC2)ccc1N1CCOCC1	101	0	0	-3	1	-1	98	79	-0.2
COc1ccccc1/C=N/NC(=O)C(=O)Nc1ccccc1OC(F)(F)C(F)F	100	1	2	6	1	-8	105	108	2.7
CCCC(=O)Nc1cc(C(=O)O)ccc1S(=O)(=O)c1ccc(C)cc1	105	5	-2	7	2	8	92	97	-3.3
CCOC(=O)C1(CC2CCCCO2)CCN(Cc2ccc(OC)cc2F)CC1 (stereo not given)	95	11	-5	4	2	-3	113	100	-1.7
O=c1oc2ccccc2c(N2CCCCC2)c1[N+](=O)[O-]	95	1	-1	-6	0	9	81	93	0.7
COCCCNS(=O)(=O)c1ccc2c3c(cccc13)C(=O)S2	92	7	10	6	3	14	120	93	-0.3
COc1cccc(N2CCN(C(=O)CNC(=O)c3sc4ccccc4c3Cl)CC2)c1	92	15	-6	18	0	3	93	nt	-2.9
Cc1ccc(C(=O)OCC(=O)NC(=O)Cc2ccccc2)c(O)c1	103	-3	1	-17	0	-7	110	111	1.1
O=C(C1CC1)N1CCN(c2nc3ccccc3s2)CC1	99	4	1	0	0	10	91	105	-2.3
C/C(=N/Nc1ccccc1C(=O)O)c1cccs1	97	4	2	2	2	5	103	98	-2.9
Cc1cc(Br)cc(C)c1NC(=O)c1ccccc1[N+](=O)[O-]	89	4	1	-5	0	3	91	93	-0.4
CC1=C(C(=O)N2CCOCC2)C(c2cc(C)cs2)NC(=O)N1 (stereo not given)	112	11	18	10	1	0	86	116	-4.7
